# WRN helicase inh = inhibitors of human WRN helicase. WRN helicase unwinding, fluorescent forked duplex, kinetic. Potency, µM (highest dose often 114 µM), for inactives: at the highest dose activity change, negative = inhibition, hits mostly inhibitors. 0.46% of 360,000 active. AID 651768; further: potency means the concentration at half of the fitted maximal effect; on the % scale 0 is the no-effect control and ±100 the full control effect; nearly all actives have a fitted effect of over 55% in size
#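 WRN at 20 nM final was preincubated with compound for 15 min at room temperature; reaction started with 100 nM forked duplex oligonucleotide carrying fluorophore and quencher plus 2 mM ATP (final). Unwinding followed kinetically by red fluorescence (ex 525/em 598 nm).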
# EPAC2 antag = EPAC2 (human) antagonism. 0.18% of 360,000 active. AID 720708. EPAC2 GEF exchange of Rap1B-BODIPY-GDP, fluorescence. Q8WZA2. Potency, µM (highest dose often 114 µM), for inactives: top-dose activity, negative = inhibition, usual class: inhibitors; further: potency means the concentration at half of the fitted maximal effect; on the % scale 0 is the no-effect control and ±100 the full control effect; nearly all actives have a fitted effect of over 45% in size; many of its hits are not listed in these tables
# PI5P4K alpha inh = PI5P4K alpha (human) kinase inhibition; 1.2% of 330,000 active; P48426; PI5P4Kalpha enzyme, ADP-Glo luminescence, 60 min; hits give low values; max response, %; active means max response of -50% or lower; inconclusive means between -30% and -50%; inactive means -30% or higher; further: value at the top dose of about 77 µM; on the % scale 0 is the no-effect control and ±100 the full control effect
#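 Compounds were pin-transferred onto PI5P4Kalpha and substrate in HEPES pH 7.4 buffer with EGTA, CHAPS and 5% DMSO. ATP (5 microM final) started the reaction, which ran 60 minutes at room temperature before ADP-Glo detection.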
# EPAC1 ag = EPAC1 (human) agonism; O95398; EPAC1 agonist qHTS, biochemical assay; response scale: 100% = response to 6.5 mM cAMP; Potency, µM (top dose mostly 154 µM), for the others: at the top dose activation, most hits filed as activators; 0.073% of 360,000 active; further: potency means the concentration at half of the fitted maximal effect; nearly all actives have a fitted effect of over 60% in size
# Target sequence (O95398 whole entry, looked up): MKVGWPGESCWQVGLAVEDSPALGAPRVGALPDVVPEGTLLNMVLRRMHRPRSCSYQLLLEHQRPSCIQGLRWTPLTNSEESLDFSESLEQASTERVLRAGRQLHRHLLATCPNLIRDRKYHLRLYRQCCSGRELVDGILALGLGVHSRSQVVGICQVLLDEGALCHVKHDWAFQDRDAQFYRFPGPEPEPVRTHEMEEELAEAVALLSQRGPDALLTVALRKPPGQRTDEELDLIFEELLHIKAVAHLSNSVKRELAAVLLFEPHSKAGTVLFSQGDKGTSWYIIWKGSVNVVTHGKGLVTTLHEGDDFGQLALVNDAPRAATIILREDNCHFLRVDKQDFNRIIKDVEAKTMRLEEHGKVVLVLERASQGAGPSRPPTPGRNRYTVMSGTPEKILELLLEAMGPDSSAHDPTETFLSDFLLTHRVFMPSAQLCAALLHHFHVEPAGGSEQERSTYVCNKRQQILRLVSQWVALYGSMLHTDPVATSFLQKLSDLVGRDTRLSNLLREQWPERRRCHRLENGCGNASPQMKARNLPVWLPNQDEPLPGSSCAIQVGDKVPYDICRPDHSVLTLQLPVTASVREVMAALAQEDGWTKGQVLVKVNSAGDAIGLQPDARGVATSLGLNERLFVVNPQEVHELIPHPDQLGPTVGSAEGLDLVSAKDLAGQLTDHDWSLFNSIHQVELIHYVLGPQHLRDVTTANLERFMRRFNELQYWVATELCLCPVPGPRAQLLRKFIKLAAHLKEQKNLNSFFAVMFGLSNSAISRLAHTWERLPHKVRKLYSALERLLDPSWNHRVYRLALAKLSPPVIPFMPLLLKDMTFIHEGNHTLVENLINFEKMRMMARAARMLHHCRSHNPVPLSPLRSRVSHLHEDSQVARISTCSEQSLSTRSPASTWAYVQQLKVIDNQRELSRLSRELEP
#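 Compounds were pinned as a concentration titration into mixtures of EPAC1 (100 nM), BODIPY-GDP-loaded Rap1B (250 nM) and GDP (50 uM). After 5 min at room temperature, fluorescence was followed for 30 min; activity was scaled to 6.5 mM cAMP.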
# Mm-Cpn inhibitor = M. maripaludis TRiC chaperonin inhibition; purified Mm-Cpn ATPase, ADP Transcreener TR-FRET; AID 504842; Potency, µM (top dose mostly 76.9 µM), for inactives: at the highest dose activity, negative = inhibition, usual class: inhibitors; 0.031% of 330,000 active; further: potency means the concentration at half of the fitted maximal effect; on the % scale 0 is the no-effect control and ±100 the full control effect; nearly all actives have a fitted effect of over 80% in size
#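 Inhibition of chaperonin ATP hydrolysis is measured as reduced ADP production, detected by competitive TR-FRET in which signal falls with ADP. Final enzyme 25 nM and ATP 10 uM, reacted 30 min at 37°C.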
# PLK1 PBD inh = PLK1 (human) polo-box domain binding inhibition | P53350 | Plk1 PBD binding of FITC phosphopeptide, fluorescence polarization | Potency, µM, for the others: max response, negative = inhibition, actives largely listed as inhibitors | 2.8% of 360,000 active | AID 720504; further: potency means the concentration at half of the fitted maximal effect; series mostly up to about 57 µM; on the % scale 0 is the no-effect control and ±100 the full control effect; nearly all actives have a fitted effect of over 65% in size
# CCT modulator = cytosolic chaperonin activity modulation; AID 651819; activity change, % (no concentration beside the values), hits read low; purified chaperonin ATPase assay, HTRF ADP detection, 30 min; 0.3% of 360,000 active; in the data active means activity change below about -30%; further: on the % scale 0 is the no-effect control and ±100 the full control effect
#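 TRiC (40 or 20 nM final, by batch activity) in 30 mM Tris pH 7.4, 100 mM KCl, 5 mM MgCl2, 1 mM DTT was treated with compound at 76 uM single dose, then 10 uM ATP, 30 min at 37 °C. ADP was read by HTRF Transcreener.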
# EPAC1 antagonist = EPAC1 (human) antagonism | 0.14% of 360,000 active | O95398 | EPAC1 GEF assay, Rap1b-BODIPY-GDP exchange fluorescence | Potency, µM (highest dose often 115 µM), for inactives: at the highest dose activity change, negative = inhibition, hits mostly inhibitors;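 further: potency means the concentration at half of the fitted maximal effect; plate controls were vehicle for no effect and positive control for full effect; nearly all actives have a fitted effect of over 50% in size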
# Numbers without * were called inactive; ? = inconclusive; · = not tested or not shown; [ ] = dose if it differs, or a comment. Unless noted, the call rests on the fitted dose curve; in most records, active means well fitted curve in the direction sought with a large enough effect; inconclusive means small, poorly fitted or top-dose-only effect, or another doubt; inactive means no such curve, though single readings can be large; an effect the other way counts as inactive or inconclusive.
SMILES,WRN helicase inh,EPAC2 antag,PI5P4K alpha inh,EPAC1 ag,Mm-Cpn inhibitor,PLK1 PBD inh,CCT modulator,EPAC1 antagonist
CC(C)C(=O)NC(C)C(c1cccs1)N1CCN(C)CC1 (stereo not given),-2.8%,12.6%,·,-6.4%,-0.6%,0.3%,1.6,2.7%
COc1cc(OC)c(OC)cc1/C=N/Nc1ncnc2c1[nH]c1ccccc12,-21.9%,2.9%,-11.8,0.2%,-2.2%,-5.4%,-3.1,3.2%
COc1ccc(NC(=O)C2C(=O)N(CCO)C3(C)CC2c2ccccc2O3)cc1 (stereo not given),1.9%,23.4%,-2.2,0.9%,2.7%[15.4 µM],-2.8%,-0.6,-7.9%
CCN1C(=O)/C(=C2\C=Cc3cc(C)ccc3N2CC)OC1=S,-5.7%,-1.7%,-1.0,-2.8%,0.4%,1.0%,-1.4,-14.8%
CCOc1ccc2nc(NC(=O)C3=NNC(=O)CC3)sc2c1,-9.7%,6.6%,5.9,10.0%,1.0%,-15.1%,-0.1,-26.6%
Cc1nn(CC(=O)NNC(=S)Nc2ccccc2)c(C)c1[N+](=O)[O-],-0.4%,0.1%,·,-0.1%,1.2%,-16.1%,-1.1,11.3%
Cc1ccccc1Nc1ncnc(N)n1,-3.1%,3.0%,1.7,-7.6%,-0.1%,6.8%,2.2,0.7%
Cn1nc(C(=O)NNC(=O)CCc2ccccc2Cl)c2ccccc2c1=O,-9.2%,0.2%,9.2,6.1%,-5.5%,-1.0%,2.9,-9.7%
CC(C)OCC1CO1 (stereo not given),2.6%,2.4%,-5.2,-16.9%,-0.6%,-7.5%,-0.6,15.5%
CS(=O)(=O)c1ccccc1C(=O)Nc1cccc2ncccc12,10.8%,16.7%,1.5,6.8%,?,-5.7%,-2.5,9.0%

# Filtered by structure: the compounds so far containing an aryl methoxy group (2)
SMILES,WRN helicase inh,EPAC2 antag,PI5P4K alpha inh,EPAC1 ag,Mm-Cpn inhibitor,PLK1 PBD inh,CCT modulator,EPAC1 antagonist
COc1cc(OC)c(OC)cc1/C=N/Nc1ncnc2c1[nH]c1ccccc12,-21.9%,2.9%,-11.8,0.2%,-2.2%,-5.4%,-3.1,3.2%
COc1ccc(NC(=O)C2C(=O)N(CCO)C3(C)CC2c2ccccc2O3)cc1 (stereo not given),1.9%,23.4%,-2.2,0.9%,2.7%[15.4 µM],-2.8%,-0.6,-7.9%

# The listing picks up, repeating the two entries before the break.
SMILES,WRN helicase inh,EPAC2 antag,PI5P4K alpha inh,EPAC1 ag,Mm-Cpn inhibitor,PLK1 PBD inh,CCT modulator,EPAC1 antagonist
CC(C)OCC1CO1 (stereo not given),2.6%,2.4%,-5.2,-16.9%,-0.6%,-7.5%,-0.6,15.5%
CS(=O)(=O)c1ccccc1C(=O)Nc1cccc2ncccc12,10.8%,16.7%,1.5,6.8%,?,-5.7%,-2.5,9.0%
O=C(COc1coc(CN2CCN(c3ccccc3F)CC2)cc1=O)Nc1ccccc1,3.7%,3.1%,-5.5,9.8%,-0.9%,-9.5%,-1.2,-12.4%
C/C(=N\NC(=S)NC1CCCCC1)c1ccc(C)o1,-4.9%,-22.6%,-0.1,-6.5%,-4.1%,-20.2%,-0.1,-11.0%
Cc1csc2c(N3CCC(C(=O)O)CC3)ncnc12,8.6%,5.7%,0.8,-0.6%,-0.8%,3.3%,1.8,4.3%
O=c1[nH]c(COc2ccc(Br)cc2Cl)nc2ccccc12,-1.4%,3.5%,0.6,-14.5%,-9.3%,-5.1%,0.8,-8.4%
CC(C)N1CCN(Cc2cccn2-c2ccccn2)CC1CCO (stereo not given),-2.2%,4.0%,1.2,5.0%,-2.7%,-2.1%,-2.0,-14.4%
COc1ccc(Cl)cc1NC(=O)CN(C)C(=O)Cn1cnc2c1c(=O)n(C)c(=O)n2C,-16.5%,-2.5%,4.4,-3.8%,-0.1%,-8.3%,1.1,-15.8%
CC1CCCN(C(=O)c2ccc(Cl)c(S(=O)(=O)N3CCCCCC3)c2)C1 (stereo not given),0.5%,6.7%,3.4,-15.0%,-2.9%,-11.9%,-1.9,-12.4%
CC(C)C1NC2(C(=O)c3ccccc3C2=O)C2C(=O)N(c3ccc(F)cc3)C(=O)C12 (stereo not given),-0.5%,10.0%,0.2,8.3%,2.5%,?,-2.2,15.4%
CC(C)Cc1nnc(NC(=O)c2cccc(S(=O)(=O)N3CCN(C)CC3)c2)s1,-1.8%,10.6%,9.1,-1.3%,-1.5%,-6.6%,-1.3,8.0%
CN(C)c1ccc(C=c2c3ccccc3n3c2c2ccccc2[n+]3C)cc1,10µM*,44.7µM*,-75.0*,15.1%,·,23.8µM*,-0.6,50.1µM*
CC12CCC(C(=O)NCc3ccc(F)cc3)(OC1=O)C2(C)C (stereo not given),1.4%,8.2%,-7.8,3.5%,1.2%,-2.2%,-1.2,9.9%
CN(NC1OC(=O)c2ccccc21)c1ccc(C(F)(F)F)cc1[N+](=O)[O-] (stereo not given),-1.7%,1.6%,1.6,-0.5%,1.1%,-8.7%,1.0,-12.6%
O=C(c1cccc(N2C(=O)c3ccccc3C2=O)c1)N1CCCCCC1,7.3%,-14.9%,7.2,-13.5%,-2.6%,-6.8%,1.8,-13.3%
CCN(CC)CCCNC(=S)N(Cc1cccnc1)Cc1cc2cc(C)ccc2[nH]c1=O,6.0%,8.2%,-8.7,10.0%,-2.4%,-13.8%,-2.1,-3.0%
CCOc1ccccc1C(=O)NC(C)c1ccc(-n2ccnc2)cc1 (stereo not given),-3.3%,-1.3%,-3.0,11.9%,-5.5%,1.6%,-1.7,3.1%
COc1ccc(/C(C)=N/Nc2ccc(F)cc2F)c(O)c1,-2.1%,4.6%,6.4,7.4%,3.3%,-7.2%,-6.7,5.6%
N#Cc1nc(-c2ccco2)oc1N1CCC(Cc2ccccc2)CC1,-5.7%,-5.6%,·,0.7%,3.4%,1.2%,-2.1,-3.9%
CCC(=O)Nc1ccc(S(=O)(=O)Nc2cc(C)on2)cc1,-4.9%,11.9%,·,-1.7%,0.2%,-4.4%,1.2,-7.7%
COc1ccc(-c2nc(CS(=O)(=O)CC(=O)Nc3cccc(C(C)=O)c3)c(C)o2)cc1,-10.9%,0.4%,-0.1,-10.8%,-9.7%,-14.7%,0.5,-11.0%
COc1ccc(/C(C#N)=C/c2c(-c3ccc(Cl)cc3)nc3c(C)cccn23)cc1,5.1%,0.1%,10.8,1.7%,0.5%,-2.7%,0.6,-0.3%
Cc1ccc(S(=O)(=O)N2CCN(CCC#N)CC2)cc1,-12.2%,10.5%,-0.8,8.9%,0.7%,-0.2%,-1.0,3.8%
O=C(CC(c1ccccc1)c1ccccc1)Nc1ccc(O)cc1,-24.8%,9.2%,0.8,-2.2%,1.5%,-10.6%,-2.6,-5.7%
O=C(CSc1nnc2ccccn12)NC(=O)Cc1ccccc1,-7.5%,1.6%,5.7,-3.1%,-4.1%,4.1%,-2.5,-4.0%
COc1ccc(CCC(=O)Nc2c(C)n(C)n(-c3ccccc3)c2=O)cc1,15.9%,2.4%,-1.1,9.3%,1.1%,-11.8%,-2.6,-5.5%
CC(=O)c1ccc(NS(=O)(=O)c2cc3c(cc2C)N(C)CCO3)cc1,-2.7%,-8.6%,-10.8,3.4%,-0.2%,23.8µM*,-0.4,-19.8%
CCCNC(=O)c1ccc(COc2ccc(CCC)cc2OC)o1,6.8%,-15.6%,1.4,2.3%,0.4%,-9.8%,-1.5,-19.2%
CCCN1C(=S)SC(C)(C)C1/[N+]([O-])=C/c1ccc(S(=O)(=O)NC)cc1 (stereo not given),4.5%,4.5%,2.4,8.5%,2.6%,-9.3%,-2.2,-18.2%
Cc1c(NC(=O)CSCc2ccc(Br)cc2)c(=O)n(-c2ccccc2)n1C,-17.1%,8.2%,-3.0,-8.5%,2.2%,-1.8%,-4.6,0.5%
O=C(COC(=O)/C=C/c1cccc(C(F)(F)F)c1)NC(=O)NCc1ccco1,-28.3%,3.7%,0.9,-23.0%,-3.1%,-21.1%,1.2,-17.3%
COc1ccc(CC(=O)Nc2cccc(-c3csc(C)n3)c2)cc1,1.6%,-4.0%,7.3,8.3%,0.8%,1.1%,-3.5,-10.9%

# One compound at a time (already shown).
# `O=C(CC(c1ccccc1)c1ccccc1)Nc1ccc(O)cc1` is listed as WRN helicase inh = -24.8%; EPAC2 antag = 9.2%; PI5P4K alpha inh = 0.8; EPAC1 ag = -2.2%; Mm-Cpn inhibitor = 1.5%; PLK1 PBD inh = -10.6%; CCT modulator = -2.6; EPAC1 antagonist = -5.7%
# `Cc1c(NC(=O)CSCc2ccc(Br)cc2)c(=O)n(-c2ccccc2)n1C` is listed as WRN helicase inh = -17.1%; EPAC2 antag = 8.2%; PI5P4K alpha inh = -3.0; EPAC1 ag = -8.5%; Mm-Cpn inhibitor = 2.2%; PLK1 PBD inh = -1.8%; CCT modulator = -4.6; EPAC1 antagonist = 0.5%

# The list goes on.
SMILES,WRN helicase inh,EPAC2 antag,PI5P4K alpha inh,EPAC1 ag,Mm-Cpn inhibitor,PLK1 PBD inh,CCT modulator,EPAC1 antagonist
CCN1CCN(C(=S)Nc2ccccc2Cl)CC1,1.1%,5.4%,1.1,-6.3%,1.0%,1.4%,-0.2,8.7%
O=C(CN1C(=O)c2ccccc2C1=O)Nc1ccc(S(=O)(=O)NCC2CCCO2)cc1 (stereo not given),-11.4%,-1.0%,·,3.4%,-0.7%,2.6%,-4.0,-3.9%
COC(=O)CCc1c(C)nn(-c2ccccc2)c1C,7.2%[57.1 µM],5.0%,-1.9,-0.8%,-7.9%,-4.0%,-0.6,1.1%
O=C1CC(Cc2ccccc2)C(=O)N1Cc1ccco1 (stereo not given),-13.0%,2.6%,?,2.9%,-0.5%,-17.6%,1.1,4.8%
Cc1ccc(-c2nn(-c3ccccc3)cc2/C=N/NC(=O)CSc2nnc(C)n2-c2ccccc2)cc1,-7.0%,-10.5%,-6.4,11.3%,0.5%,-2.6%,1.2,-20.5%
COc1ccc(S(=O)(=O)Nc2noc3ccccc23)cc1,11.6%,-4.3%,-0.7,-8.8%,1.9%,0.1%,1.8,-3.8%
CCOC(=O)c1c(-c2ccccc2)csc1NC(=S)N(CC)CC,-16.4%[57.1 µM],-8.8%,19.2,13.5%,0.6%,-3.0%,0.6,-1.9%
Cc1cc(N2CCC(C(=O)NC3CCCCC3)CC2)nc(-c2ccccc2)n1,0.3%,6.9%,-7.0,0.9%,-0.2%,1.7%,-2.1,-4.3%
CCN(C(=O)c1cc(Cl)ccc1Cl)C1CCS(=O)(=O)C1 (stereo not given),-2.6%,3.5%,1.4,5.9%,2.3%,-0.1%,1.5,-10.2%

# A portion of the library, so the mix of outcomes need not match the whole.
